# MC4R antagonist – MC4R antagonists of cAMP signaling, primary screen, cell-based, TR-FRET, antagonist arm of biased-ligand search. MC4R-expressing cells, MTII-stimulated cAMP, LANCE TR-FRET. inhibition, % at 6.5 µM. actives 0.48% (n = 360,000);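 active = inhibition above its plate's cutoff, the mean of tested wells on that plate plus 3 SD, cut at about 29% in these data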;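 note: 0% = Melanotan II alone and 100% = Melanotan II plus saturating MCL0020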
#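 system = U2OS cells with stable human MC4R expression | also added = Melanotan II challenge after compound preincubation | dosing = one concentration, 6.5 µM nominal | incubation = compound 30 min, challenge 1 h, detection 1 h | measured by = TR-FRET with Eu-cAMP and labeled anti-cAMP, 671 nm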
# ABHD5 PLIN5 PPI – ABHD5-PLIN5 interaction inhibitors, primary screen, cell lysate, split luciferase complementation, luminescence; actives 0.78% (n = 360,000); AID 602281, 2012; Split G. princeps luciferase complementation, 4 h; inhibition, % at 4 µM;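 active = inhibition above the mean inhibition across every tested compound plus 3 SD, cut at about 22% in these data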;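 note: 0% = DMSO only wells and the 100% control is not disclosed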
# m5-HT2A agonist – mouse Htr2a agonists via beta-arrestin recruitment, primary screen, cell-based, luminescence; 5-hydroxytryptamine receptor 2A (Mus musculus), P35363; CHO-K1 mHTR2A beta-arrestin complementation; percent of 30 µM serotonin response; activation, % at 7.6 µM; actives 0.66% (n = 360,000); AID 624169, 2012;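 active = activation above a run cutoff, the mean activation of all tested compounds plus 3 SD, cut at about 14% in these data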;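 note: 0% = plate median of compound wells and 100% = 30 µM serotonin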
# N-glyco inh – increase of ERlucT glycosylation luciferase signal, primary screen, N-linked glycosylation inhibitor project, D54 ERlucT cells, luminescence, set 2; D54 ERlucT glycosylation luciferase reporter, 24 h; percent of 100 nM tunicamycin response; reporter increase, % at 12.5 µM; actives 0.23% (n = 360,000); AID 588692, 2011;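 active = mean luciferase reporter signal, scaled so untreated is 0 and the glycosylation-blocking control 100, at or above a set limit in every replicate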;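 note: luciferase carries N-glycosylation sites so blocking glycosylation raises the light; 0% = median of neutral control wells and 100% = median of 100 nM tunicamycin wells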
# ABCB6 inh 2 – ABCB6 transporter inhibitors, primary screen, K562-ABCB6 cells, flow cytometry, MLPCN library; K562-ABCB6 porphyrin accumulation, 1 h; stronger effect = lower value; actives 0.19% (n = 360,000); fluorescence ratio to DMSO, % at 10 µM; ATP-binding cassette sub-family B member 6 (Homo sapiens), Q9NP58;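 active = fluorescence ratio to DMSO below 75%, the collection mean minus 3 SD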;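 note: signal is porphyrin accumulated inside mitochondria; 100% equals median channel fluorescence of DMSO control wells; lower ratio means ABCB6 inhibition with less porphyrin fluorescence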
# Target sequence (Q9NP58 whole entry, looked up): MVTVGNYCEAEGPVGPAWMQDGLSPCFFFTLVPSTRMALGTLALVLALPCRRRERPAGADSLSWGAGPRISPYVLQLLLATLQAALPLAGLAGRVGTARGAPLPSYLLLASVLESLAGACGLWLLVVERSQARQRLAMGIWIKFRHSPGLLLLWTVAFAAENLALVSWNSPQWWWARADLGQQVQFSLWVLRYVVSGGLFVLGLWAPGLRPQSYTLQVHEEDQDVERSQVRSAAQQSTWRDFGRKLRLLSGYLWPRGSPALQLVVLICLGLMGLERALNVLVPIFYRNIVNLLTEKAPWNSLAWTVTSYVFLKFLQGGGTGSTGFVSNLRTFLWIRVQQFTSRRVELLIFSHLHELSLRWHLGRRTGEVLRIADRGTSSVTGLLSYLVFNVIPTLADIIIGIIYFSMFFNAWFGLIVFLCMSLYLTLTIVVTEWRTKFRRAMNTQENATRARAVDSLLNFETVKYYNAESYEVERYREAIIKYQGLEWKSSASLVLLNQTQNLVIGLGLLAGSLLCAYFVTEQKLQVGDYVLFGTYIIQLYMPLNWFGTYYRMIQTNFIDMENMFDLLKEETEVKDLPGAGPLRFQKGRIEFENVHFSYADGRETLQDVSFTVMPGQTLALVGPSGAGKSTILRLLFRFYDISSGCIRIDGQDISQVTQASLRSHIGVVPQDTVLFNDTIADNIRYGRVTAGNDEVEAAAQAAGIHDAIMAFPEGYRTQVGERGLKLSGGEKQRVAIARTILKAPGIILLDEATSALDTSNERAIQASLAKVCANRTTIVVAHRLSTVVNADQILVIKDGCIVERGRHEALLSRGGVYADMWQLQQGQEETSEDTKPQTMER
# aDG glyco up – activators of alpha-DG glycosylation, primary screen, uHTS, Pro5-aDG cells, AlphaScreen | alpha-DG glycosylation AlphaScreen (IIH6); 0% Pro5, 100% B10-LARGE cell signal | activation, % at 10 µM | actives 0.22% (n = 360,000);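 active = activation of at least 8% versus controls, or a plate z-score of at least 8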;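 note: Pro5 are CHO cells carrying HIG-tagged alpha-DG that lacks glycosylation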
# Exocytosis inh – LAMP-1 surface exposure blockers, TALL-104 cells – cell-based, flow cytometry, MLPCN library, primary screen; inhibition, % at 10 µM; actives 0.66% (n = 360,000); TALL-104 LAMP-1 surface exposure; cells stimulated with thapsigargin and PMA;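 active = inhibition above about 55%, limit read from the data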
# Cardio protect – cardioprotection against H2O2-induced cell death, primary screen, uHTS, H9c2 cells, ATPLite luminescence. H9c2 cardiomyocytes, H2O2 injury protection, 2 h. protection from H2O2 cell death, % at 20 µM. actives 0.63% (n = 360,000). AID 588492, 2011;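 active = compounds giving at least 50% protection of heart cells from peroxide-induced death in the single-dose screen, raw or plate-pattern-corrected value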;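 note: 0% = DMSO wells with peroxide and 100% = DMSO wells without peroxide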
# iPSC survival up – enhancers of single-cell hiPSC survival, primary screen, ATPlite luminescence. 100% = ROCK inhibitor wells, 0% = DMSO. survival enhancement, % at 20 µM. actives 0.044% (n = 360,000); in the data active = survival enhancement above about 18%;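 note: cells exposed to compounds for 16 hours before the ATP read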
# MC4R ag barr – MC4R agonists recruiting beta-arrestin, primary screen, cell-based, luminescence, agonist arm of biased-ligand search; Melanocortin receptor 4 (Homo sapiens), P32245; U2OS MC4R beta-arrestin complementation; percent of melanotan II response, DMSO zero; activation, % at 8.9 µM; actives 0.98% (n = 360,000); AID 540308, 2011;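 active = activation above a per-plate cutoff, the mean activation of sample wells on that plate plus 3 SD, cut at about 8% in these data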
# * hit, by the source's call; / = not tested or not shown; & = joins results of further samples; ! = not confirmed by another sample.
SMILES,MC4R antagonist,ABHD5 PLIN5 PPI,m5-HT2A agonist,N-glyco inh,ABCB6 inh 2,aDG glyco up,Exocytosis inh,Cardio protect,iPSC survival up,MC4R ag barr
CCCOC(=O)c1c(-c2ccc(OC)cc2)oc2ccc(-c3ccc(OC)nc3)cc12,0,-5,2,0,90,-0.1,22,-9,0.8,-0.7
Cc1c(NC(=O)C(C)Sc2nc3ccccc3c(=O)n2CCO)c(=O)n(-c2ccccc2)n1C (stereo not drawn),10,4,6,1,100,0.3,0,1,-1.2,-2.0
CC(OC(=O)c1ccc(-n2cnnn2)cc1)C(=O)N(C)c1ccccc1 (stereo not drawn),2,5,0,0,94,-0.2,0,-2,-0.3,-3.6
CCOc1ccc(C(=O)CSCC(=O)O)cc1,6,-5,4,0,100,-0.1,3,4,-0.6,-2.2
CC1CCCC(C)N1CCCNC(=O)c1ccc2nc(N3CCOCC3)sc2c1 (stereo not drawn),4,9,1,1,99,-0.2,3,2,-2.2,0.9
Cc1cc(-c2ccc(C)c(S(=O)(=O)N3CC(=O)Nc4ccccc43)c2)on1,-4,2,6,3,90,-0.1,1,0,0.0,-3.1
CCCNC(=S)Nc1cc2oc3ccccc3c2cc1OC,17,-5,-13,0,107,0.1,2,8,0.4,1.3
Fc1ccccc1C(c1nnnn1Cc1ccc2c(c1)OCO2)N1CCN(Cc2ccccc2)CC1 (stereo not drawn),2,3,-7,-5,94,0.0,5,9,2.1,-2.3
O=C1NCCN1C(=O)N(c1ccccc1)c1ccccc1,13,8,9,-1,104,-0.2,0,-4,-3.1,0.6
CCn1c(=O)cc(OCC(=O)NC(C)c2ccc3c(c2)OCCO3)c2ccccc21 (stereo not drawn),-4,5,-2,3,86,0.3,1,6,2.7,-1.1
CS(=O)(=O)N1CCc2cc(C(=O)Nc3ccccc3)ccc21,1,-2,0,0,97,-0.7,-4,6,-0.1,0.2
Cc1ccnc(NC(=O)c2cc([N+](=O)[O-])cc([N+](=O)[O-])c2)c1,11,4,3,4,93,0.7,-4,1,0.0,-1.0
NC(=O)C1CCN(C(=O)c2ccc(Cl)c(NC(=O)c3cccs3)c2)CC1,-1,4,7,-1,98,0.1,-1,6,-1.2,-2.3
O=C(OCc1c(-c2ccccc2)ncc2ccccc12)c1ccc(Cl)cc1Cl,-3,4,-2,-1,98,0.3,-14,-12,-0.7,1.4
COC(=O)c1c(NC(=O)CSc2nnc(-c3ccco3)n2Cc2ccccc2)sc(C)c1C,7,11,-3,-1,92,0.8,1,-4,-3.6,0.2
Cc1cccc(OCc2nnc(SCC(=O)N3CCCC3)n2C)c1,8,2,-1,0,93,-0.2,2,4,-0.8,-2.3
O=C(O)c1ccc2c(c1)N(Cc1ccccc1F)C(=O)c1ccccc1S2=O (stereo not drawn),2,7,1,2,98,0.2,-2,3,-0.4,-0.5
COc1cccc(CNCc2ccco2)c1O,13,3,5,0,102,-0.1,1,-1,0.3,-1.2
CCN1CCN(Cc2ccc(NC(=O)c3cc(NC(=O)c4cc5cccc(OC)c5o4)cc(OC)c3)cc2C(F)(F)F)CC1,0&0,15&1,-5&-12,-21&-15,100&92,-0.6&-0.4,42&3,-36&4,-3.8&-4.1,29*!
CC1CC(CCN)(c2ccccc2)C(C)CN1C (stereo not drawn),8,7,1,-1,101,0.1,17,3,-0.2,0.4
O=C(Cc1ccccc1)N[C@H](c1ccccc1)P(=O)(O)CO,-9,-1,3,0,107,-0.1,4,7,11,-5.3
CCOP(=O)(OCC)C(Nc1cc(Cl)cc(Cl)c1)c1cccc(O)c1 (stereo not drawn),7,7,1,-1,96,0.6,-1,-4,0.5,2.2
CN1CCN(C(=O)C2=C[C@@H](c3coc4ccccc4c3=O)C[C@@H](OCc3ccc(CO)cc3)O2)CC1,-2,2,-3,1,97,0.0,0,5,-0.1,-1.3
Cc1cc(C(=O)Nc2ccc(S(=O)(=O)N3CCOCC3)cc2)c(C)o1,1,4,-2,1,102,-0.1,0,1,0.0,0.3
COC(=O)c1ccccc1NC(=O)N1CCN(C/C=C/c2ccccc2)CC1,5,-8,-5,4,108,0.3,-1,8,2.8,2.1

# Continued (3 carried over from the part before).
SMILES,MC4R antagonist,ABHD5 PLIN5 PPI,m5-HT2A agonist,N-glyco inh,ABCB6 inh 2,aDG glyco up,Exocytosis inh,Cardio protect,iPSC survival up,MC4R ag barr
CN1CCN(C(=O)C2=C[C@@H](c3coc4ccccc4c3=O)C[C@@H](OCc3ccc(CO)cc3)O2)CC1,-2,2,-3,1,97,0.0,0,5,-0.1,-1.3
Cc1cc(C(=O)Nc2ccc(S(=O)(=O)N3CCOCC3)cc2)c(C)o1,1,4,-2,1,102,-0.1,0,1,0.0,0.3
COC(=O)c1ccccc1NC(=O)N1CCN(C/C=C/c2ccccc2)CC1,5,-8,-5,4,108,0.3,-1,8,2.8,2.1
O=C1NCCN/C1=C\C(=O)c1ccc(F)cc1,-2,3,4,2,99,-0.1,-3,0,0.3,1.8
Cc1ccccc1NC(=O)C1CCCN(c2ncnc3onc(-c4ccc(F)cc4)c23)C1 (stereo not drawn),17,-3,-1,-4,104,-0.2,-1,-5,-0.6,0.7
COc1ccc(C(=O)NC(=S)NNC(=O)c2ccc(NC(=O)C(C)C)cc2)cc1,-6,-2,1,8,98,0.5,10,25,1.0,-1.4
Cc1ccc(C2(C)NC(=O)N(CC(=O)N(C)CC(=O)Nc3cccc(F)c3)C2=O)cc1 (stereo not drawn),1,-5,6,4,82,0.3,-2,3,0.6,1.1
Cc1cnnn1-c1ccc(C(=O)CCl)cc1,2,0,9,0,99,0.3,-2,-17,-5.6,2.1
NC(=O)Nn1c(CCC(=O)O)ccc1-c1ccc(Cl)cc1,-5,-1,-2,3,96,-0.1,-1,1,-0.2,-2.3
CS(=O)(=O)N1CCC(C(=O)Nc2ccc(Cl)c(C(F)(F)F)c2)CC1,5,-2,-5,3,98,-0.1,-2,-10,-0.5,0.1
CCN(CC)C(=O)CSc1n[nH]c(=S)n1N,-6,-5,3,4,100,0.0,1,3,-0.7,-2.0
CN(C)C(=O)c1nc2ccc(Cl)cn2c1CN1CCCC(OCc2ccccc2)C1 (stereo not drawn),11,0,-6,4,96,0.0,-3,-2,-0.3,1.5
CCN1CCN(C(=O)c2ccc(CN(c3ccc(C)c(C)c3)S(C)(=O)=O)cc2)CC1,21,4,4,-4,95,-0.4,0,4,-0.7,-3.2
Cc1cccc(C(=O)N2CCC(=O)N([C@H](COCc3ccccc3)Cc3ccccc3)CC2)c1,/,1,11,/,95,-0.2,8,/,-0.8,/
CN(C)Cc1c(C(=O)N/N=C/c2cccc(OCc3c(F)cccc3Cl)c2)nnn1-c1nonc1N,9,-3,1,-4,102,1.8,16,-14,0.0,-2.3
CCN(C(=O)CSc1nncs1)c1c(N)n(Cc2ccccc2)c(=O)[nH]c1=O,1,-3,0,2,114,1.5,1,0,8.4,3.9
COc1cccc(-c2nnn(CC(=O)N(C3CCCCC3)C3CCS(=O)(=O)C3)n2)c1 (stereo not drawn),2,-1,-2,-1,98,0.1,-7,-4,-0.2,-0.8
Cn1c(=O)cc(OCC(=O)NCc2cccs2)c2ccccc21,17,0,5,7,97,-0.2,-1,7,0.4,-1.6
COc1ccc(-c2nn(CCC(=O)O)cc2/C=C2\SC(N)=NC2=O)cc1,-19,8,4,0,96,0.3,-1,9,0.7,1.8
N#Cc1ccc(-c2nc3ccccc3c(=O)n2O)cc1,11,1,3,1,101,-0.1,8,4,-0.4,-1.1
CCOc1ccc(NCC(=O)Nc2ccc(Cl)cc2C)cc1,0,-6,0,5,94,-0.2,-1,-4,0.4,-1.5
CN(C(=O)CCOc1ccccc1)c1c(N)n(Cc2ccccc2)c(=O)[nH]c1=O,7,16,-1,1,96,0.0,15,4,-0.4,1.6
OC(CON=C1c2ccccc2-c2ccccc21)CN1CCNCC1 (stereo not drawn),8,13,10,16,96,2.4,19,-4,-0.5,-1.7
CC(C)(C)c1ccc(NC(=O)COC(=O)c2ccc(CN3CCCC3=O)cc2)cc1,-1,-16,5,1,98,0.0,-4,-10,-2.4,-1.6
COc1ccccc1NS(=O)(=O)c1ccc(C(=O)NCC(c2ccccc2OC)N2CCCC2)cc1 (stereo not drawn),2,7,-3,-3,97,-0.1,-8,6,0.2,-1.4
CC(C)CCNC(=O)C1(C)CCN1Cc1ccc2ccccc2c1 (stereo not drawn),11,5,-5,1,99,0.1,-5,-11,-1.0,1.8
CCc1cc(-c2n[nH]c(=S)n2-c2ccccc2C)cs1,-3,-8,-4,1,108,0.1,-1,2,4.0,-1.6
CCC(=O)c1ccc(OCC(=O)Nc2ccc(N3CCCCC3)cc2)cc1,8,2,-2,2,101,0.3,15,-7,-0.1,3.1

# (more compounds)
SMILES,MC4R antagonist,ABHD5 PLIN5 PPI,m5-HT2A agonist,N-glyco inh,ABCB6 inh 2,aDG glyco up,Exocytosis inh,Cardio protect,iPSC survival up,MC4R ag barr
COc1ccc(OC)c(NC(=O)COC(=O)c2ccc(OC)c(S(=O)(=O)N3CCOCC3)c2)c1,18,3,0,5,95,0.0,3,5,-0.2,0.3
Nc1nc(N2CCCCC2)nc2ccccc12,2,0,0,2,105,0.3,-10,-9,-2.2,0.3
CCC(CC)C(=O)N(C)c1c(C)nc2c(OCc3ccccc3OC)cccn12,13,0,0,-2,97,0.6,18,-2,-4.2,2.6
O=C(NCc1ccc(F)cc1)C1CCN(c2cnccn2)CC1,1,-3,1,1,97,0.9,13,-3,-0.1,-2.1
O=C(N/N=C/c1c[nH]c2ccccc12)c1ccn[nH]1,-2,3,-2,-1,99,0.0,-11,-12,-1.1,-3.6
Cc1cccc(C)c1OCc1cc(C(=O)N2CCN(C3CCCC3)CC2)no1,8,2,0,-5,81,-0.3,1,-5,-0.4,-1.9
O=C1CCN(C(=O)Nc2ccccc2)N1,-5,11,3,-1,93,-0.1,4,1,-0.9,-1.4
Cc1nc(C)c(-c2csc(Nc3ccccn3)n2)s1,4,-5,7,-11,102,0.1,-9,-6,0.5,-1.8
Cc1cc(O)c(C(C)C)cc1N=Cc1ccc([N+](=O)[O-])cc1,-8,0,0,4,99,0.4,-9,-2,2.1,-1.6
COc1cc([N+](=O)[O-])ccc1NC(=S)NCc1ccccn1,10,-8,-6,2,96,0.2,-1,9,1.5,-2.4
CC(NC(=O)C1CC1)C(c1cccs1)N1CCN(c2ccccc2)CC1 (stereo not drawn),4,-10,0,1,93,-0.1,1,-4,-0.4,0.6

# Screens deposited in PubChem BioAssay by several laboratories.
